Assay outcomes: PubChem, Sanford-Burnham Center for Chemical Genomics
LMPTP inh: LMPTP phosphatase inhibitors, primary screen, biochemical, fluorescence intensity, uHTS; Low molecular weight phosphotyrosine protein phosphatase (Homo sapiens), P24666; recombinant LMPTP-A, OMFP fluorogenic substrate; inhibition, % at 20 µM; 360,000 compounds, 0.22% hits;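 active means compounds that cut the enzyme signal by at least half of the control window in the single-dose screen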;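 further: plate controls were DMSO wells with enzyme plus substrate for no effect and substrate without enzyme for full effect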
Target sequence (P24666 whole entry, looked up): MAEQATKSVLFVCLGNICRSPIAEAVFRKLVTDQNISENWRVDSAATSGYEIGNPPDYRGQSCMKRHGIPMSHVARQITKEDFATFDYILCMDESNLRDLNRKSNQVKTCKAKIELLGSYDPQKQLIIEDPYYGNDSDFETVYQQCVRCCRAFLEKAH
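Assay system: LMPTP-A phosphatase enzyme | Input: 0.625 nM enzyme | Also added: Fluorogenic phosphatase substrate OMFP at 400 µM final | Compound dosing: One test concentration per compound, 20 µM, with 3% DMSO overall | Schedule: 50 min enzyme reaction at room temperature, protected from light | Signal: Fluorescence intensity | Benchmarks: no-enzyme and uninhibited controls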
STEP block: STEP phosphatase inhibitors, primary screen, biochemical, fluorescence intensity, uHTS | recombinant STEP, OMFP fluorogenic substrate | inhibition, % at 20 µM | 360,000 compounds, 0.25% hits;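 active means inhibition at 20 µM, scaled per plate between control wells, above about 37%, limit read from the data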;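 further: 0% = DMSO with enzyme and substrate and 100% = substrate only without enzyme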
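Assay system: isolated STEP enzyme. Buffer or medium: pH 6.0 Bis-Tris with DTT and Tween 20. Also added: fluorogenic phosphatase substrate OMFP at 25 µM final. Dosing: 20 µM, 1% DMSO. Timing: 20 min reaction, room temperature, in the dark. Measured by: fluorescence intensity, excitation 480 nm, emission 540 nm. Evaluation: normalized % inhibition.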
NRP1-CendR mod: modulators of CendR peptide binding to NRP-1, primary screen, biochemical, fluorescence polarization, uHTS; Neuropilin-1 (Homo sapiens), O14786; FAM-RPARPAR peptide binding to NRP-1; inhibition, % at 25 µM; 360,000 compounds, 0.85% hits;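 active means inhibition or corrected inhibition above about 18%, plus a signal ratio from 0.5 to 1.5, limit read from the data, passing the limit was not always enough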; further: strong numbers were not always called active
SUMO1-SIM PPI: modulators of SUMO1 protein-protein interactions, primary screen, biochemical, uHTS | SUMO1 binding to a labelled peptide, TR-FRET, 1 h | inhibition, % at 20 µM | 360,000 compounds, 0.33% hits | AID 602429, 2012; in the data active means inhibition above about 37%
Target sequence (P63165 whole entry, looked up): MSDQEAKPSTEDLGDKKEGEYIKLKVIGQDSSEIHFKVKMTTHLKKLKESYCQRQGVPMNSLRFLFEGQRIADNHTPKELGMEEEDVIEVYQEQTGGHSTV
NadD block: inhibitors of S. aureus NadD, primary screen, biochemical, colorimetric, uHTS; Nicotinate-nucleotide adenylyltransferase NadD (Staphylococcus aureus N315); inhibition, % at 20 µM; 360,000 compounds, 0.78% hits; purified NadD enzyme, colorimetric absorbance read-out; in the data active means inhibition above about 26%; further: some compounds past the cut are filed as inactive
DNMT1 block: human DNMT1 methyltransferase inhibitors, primary screen, biochemical, molecular beacon, fluorescence, HinP1I cleavage, uHTS; inhibition (reported as % activation of signal), % at 10 µM; DNA (cytosine-5)-methyltransferase 1 (Homo sapiens), P26358; 360,000 compounds, 0.83% hits; in the data active means inhibition above about 50%
SKN-1 block: suppressors of acrylamide-induced Pgst-4::GFP reporter in worms, primary screen, SKN-1 inhibitor project, whole organism, uHTS, GFP/RFP fluorescence ratio, strain VP596 | C. elegans VP596 Pgst-4::GFP/RFP ratio, 24 h | inhibition, % at 21.8 µM | 360,000 compounds, 0.49% hits | AID 624304, 2012;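 active means interference check ratio from 0.5 to 1.5 plus GFP to RFP signal ratio inhibition reaching or exceeding a fixed threshold, cut at about 30% in these data, passing the limit was not always enough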; further: some compounds called inactive have numbers as strong as hits
Rpn11 block: Rpn11 (PSMD14) deubiquitinase inhibitors, primary screen, biochemical, fluorescence polarization, uHTS; calls only at 20 µM; AID 588493, 2011; 360,000 compounds, 0.59% hits; 26S proteasome non-ATPase regulatory subunit 14 (Homo sapiens), O00487; human 26S proteasome, Ub4-pepOG fluorescence polarization; 20S core pre-blocked with epoxomicin;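 active means inhibition at 20 µM, scaled to each plate's controls, above about 33%, limit read from the data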
Target sequence (O00487 whole entry, looked up): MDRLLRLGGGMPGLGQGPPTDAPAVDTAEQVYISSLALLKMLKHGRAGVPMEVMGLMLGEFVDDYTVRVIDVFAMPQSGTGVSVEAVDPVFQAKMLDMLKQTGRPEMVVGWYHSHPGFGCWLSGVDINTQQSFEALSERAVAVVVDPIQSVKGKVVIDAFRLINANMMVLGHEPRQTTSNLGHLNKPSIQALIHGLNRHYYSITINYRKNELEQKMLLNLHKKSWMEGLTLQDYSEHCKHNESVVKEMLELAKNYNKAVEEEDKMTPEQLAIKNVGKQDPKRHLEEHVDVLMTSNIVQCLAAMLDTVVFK
MT1-MMP act inh: blockers of MT1-MMP proenzyme processing, primary screen, HT1080 RFP-PRO-GFP cells, GFP/RFP fluorescence | 360,000 compounds, 0.061% hits | Matrix metalloproteinase-14 (Homo sapiens), P50281 | GFP/RFP ratio change, % at 20 µM | GFP/RFP ratio fluorescence, overnight; percent of plate control window, DMSO zero;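 active means GFP/RFP ratio change of at least 30% with cell ATP level not reduced by more than half and red fluorescence within 50% of control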; further: strong numbers were not always called active
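Test system: HT1080 cells expressing an RFP-PRO-GFP fluorescent reporter construct / Compound dosing: single-point 20 µM compound, 1% DMSO / Schedule: cells overnight before dosing, compound overnight, 37 °C, 5% CO2 / Evaluation: GFP/RFP fluorescence ratio / Control set: DMSO and RFP-L50D-GFP cell wells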
Scp-1 inhibitor: Scp-1 phosphatase inhibitors, primary screen, biochemical, colorimetric, uHTS; AID 493091, 2011; 340,000 compounds, 0.88% hits; Recombinant Scp1, phosphopeptide, malachite green phosphate absorbance; inhibition, % at 20 µM; Carboxy-terminal domain RNA polymerase II polypeptide A small phosphatase 1 (Homo …;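 active means inhibition above about 50% at 20 µM, limit read from the data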;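 further: plate controls were DMSO wells with enzyme for no effect and wells lacking enzyme for full effect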
Target sequence (Q9GZU7 76-261 limits assumed): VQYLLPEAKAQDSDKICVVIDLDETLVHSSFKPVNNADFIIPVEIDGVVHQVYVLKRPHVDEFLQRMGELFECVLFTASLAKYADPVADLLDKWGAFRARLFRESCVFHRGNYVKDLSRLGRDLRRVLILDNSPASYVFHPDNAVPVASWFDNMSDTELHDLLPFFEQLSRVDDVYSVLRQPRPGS
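Test system: SCP-1 phosphatase catalytic domain, residues 76-261; measured by: colorimetric phosphate reagent with accelerator and stabiliser, absorbance at 630 nm; timing: enzyme reaction 45 min at room temperature, colour 5 min, stabilisation 30 min; also added: Phosphorylated 17-residue peptide substrate; compound dosing: one concentration, 20 µM, with 1.0% DMSO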
Starred values were filed as active, the others as inactive; i = inactive; nt = no result given.

SMILES	LMPTP inh	STEP block	NRP1-CendR mod	SUMO1-SIM PPI	NadD block	DNMT1 block	SKN-1 block	Rpn11 block	MT1-MMP act inh	Scp-1 inhibitor
CCOCCc1c(O)nc(SCC)[nH]c1=O	-1.4	-3	-1	-1	0	2	1	i	2	-4
CC(C)CCOc1ccc(C(CC(N)=O)C(=O)O)cc1 (stereo not given)	0.9	0	2	0	-6	1	-3	i	1	-3
CC(C)C(CCNC(=O)CC(Cc1ccccc1)c1ccco1)c1ccco1 (stereo not given)	0.8	3	-25	0	28	61*	-13	i	-15	-7
CCc1nc(SCC(=O)c2cccs2)c2oc3ccccc3c2n1	4.9	3	-3	-2	-3	-9	3	i	-5	-9
[O-][N+](=Cc1ccccc1)c1ccc(Cl)cc1	-0.9	2	-1	3	3	-6	20	i	-2	2
Cc1noc(C)c1S(=O)(=O)N(Cc1ccccc1)C(C)C	-1.3	2	-6	0	-4	3	-9	i	4	-5
Cn1ccc(C(=O)Nc2cccnc2Cl)n1	-0.4	2	11	5	-7	5	-13	i	-2	-6
Cc1cc2ccccn2c1C(=O)c1ccc(NN)c([N+](=O)[O-])c1	0.2	6	-2	-25	1	-3	15	i	-11	8
COCCNc1nnc(Cc2ccccc2)c(=O)[nH]1	-0.5	-1	5	-2	-6	0	0	i	6	1
CCOC(=O)c1c(NC(C)=O)sc2c(OC)cccc12	-0.1	0	6	1	-2	-7	5	i	-3	-5
Cc1cc(N(C)C)nc(SC(C)C)n1	1.2	-4	2	0	-6	1	13	i	-3	-2
Cc1ccc(NCC(=O)N/N=C/c2cccc(Br)c2)cc1	3.4	-2	12	1	-6	4	4	i	2	2
CCc1ccc(OC2=NS(=O)(=O)c3ccccc32)cc1	-0.5	-2	4	-2	2	7	-13	i	-3	-1
CCOc1cc(C)c(C(C)C)cc1S(=O)(=O)N1CC(C)OC(C)C1 (stereo not given)	0.4	3	-12	-3	-1	-2	-2	i	0	-7
Cc1cccc(/C=N/NC(=O)c2ccc(NC(=O)c3ccc(Cl)cc3)cc2)n1	0.4	5	-4	3	8	27	2	i	4	-3

Ordered by heavy-atom count (rising): some entries from above.
SMILES	LMPTP inh	STEP block	NRP1-CendR mod	SUMO1-SIM PPI	NadD block	DNMT1 block	SKN-1 block	Rpn11 block	MT1-MMP act inh	Scp-1 inhibitor
CCOCCc1c(O)nc(SCC)[nH]c1=O	-1.4	-3	-1	-1	0	2	1	i	2	-4
Cc1ccc(NCC(=O)N/N=C/c2cccc(Br)c2)cc1	3.4	-2	12	1	-6	4	4	i	2	2
CCOc1cc(C)c(C(C)C)cc1S(=O)(=O)N1CC(C)OC(C)C1 (stereo not given)	0.4	3	-12	-3	-1	-2	-2	i	0	-7

Next section:
SMILES	LMPTP inh	STEP block	NRP1-CendR mod	SUMO1-SIM PPI	NadD block	DNMT1 block	SKN-1 block	Rpn11 block	MT1-MMP act inh	Scp-1 inhibitor
C#CCN1C(C)=CC(=O)[C@@H](O)[C@H]1c1ccccc1Br	-0.8	-1	1	14	-2	-1	-2	i	4	12
Cc1cc(C)cc(CN2CCC(Oc3ccc(C(=O)N4CCCC4)cc3)CC2)c1	-0.7	-4	1	-3	0	-2	2	i	-2	-1
COc1ccc(NC(=O)CN2CCN(S(=O)(=O)N3CCCCCC3)CC2)cc1	-0.6	1	6	6	1	3	9	i	1	-5
CCOc1ccc(-c2cn[nH]c2N)cc1	-0.5	4	-8	3	12	-3	5	i	5	-3
Cc1cc(C)cc(Cn2cc(CN3CC(N4CCCCC4)CS3(=O)=O)nn2)c1 (stereo not given)	-1.4	nt	2	4	2	nt	13	nt	2	nt
COc1cccc(C(=O)C2CCCN(Cc3ccc(OC)c(Cn4cncn4)c3)C2)c1 (stereo not given)	0.6	-2	-1	-7	-4	-4	-7	i	-1	-16
COc1c2ccoc2c(OC[C@@H](O)C(C)(C)OC)c2oc(=O)ccc12	0.8	4	11	-8	-3	0	-5	i	4	1
COc1ccc(C)cc1-n1nnnc1SCc1cc(=O)n2cc(C)ccc2n1	0.2	2	6	-17	13	1	-14	i	-12	-2
CCOc1ccc(C(C)(C)C)cc1S(=O)(=O)Nc1ccncc1	-0.6	2	4	-1	7	0	17	i	5	-5
CCOC(=O)c1c(C)[nH]c(C(=O)Nc2cc(OCC)c(N3CCOCC3)cc2OCC)c1C	1.0	0	10	1	-8	-3	7	i	4	-6
Cc1c(-n2c(SCC(=O)O)nnc2-c2ccccc2Br)c(=O)n(-c2ccccc2)n1C	-1.5	4	6	-7	-2	-1	-1	i	-6	-1
CCc1cc(-c2n[nH]c(=S)n2CC(C)C)cs1	-2.3	4	13	-2	5	5	2	i	4	0
O=C(COc1ccc(Br)cc1Cl)NNC(=O)c1ccccc1	0.0	1	5	4	-6	-2	15	i	5	-8
N#C/C(=C/c1ccccc1OCc1ccc(F)cc1)c1ccc(C(=O)O)cc1	0.5	2	-9	-7	2	-8	3	i	-4	65*
Cc1nn(CC(=O)NCCCc2ccccc2)c(C)c1[N+](=O)[O-]	2.0	2	6	3	-2	2	-7	i	3	0
CCCCn1c(SCc2ccc(Cl)cc2)nc2c1c(=O)[nH]c(=O)n2C	-1.4	14	2	2	2	1	2	i	5	-1
CC#CC[N+](C)(CC#CC)CC(=O)c1ccccc1	-2.0	-1	12	4	-7	-4	-9	i	1	-6
COc1cc(CNCc2ccccn2)ccc1OCC(=O)NC1CCCCC1	-1.7	-3	-3	5	-2	-6	0	i	6	-6
O=C(NCC1CC1)C1Cc2c(-c3ccc(Cl)cc3)ccnc2O1 (stereo not given)	-2.3	-3	-6	1	-1	5	14	i	-1	nt
Cc1ccc(C(=O)NNCC(=O)Nc2ccc(Cl)cc2F)cc1	0.1	-1	6	-1	-5	5	-4	i	0	-4
Cn1cnc2c(=O)sc3ccccc3c21	-0.4	-4	-3	1	-7	0	9	i	-4	-10
COc1ccc(N2CCN(C(c3cc(OC)ccc3OC)c3nnnn3CC3CCCO3)CC2)cc1 (stereo not given)	-1.6	0	-1	-2	5	-2	-12	i	-2	-1
NC(=O)c1ccc(NC(=O)CCCN2C(=O)c3ccccc3C2=O)cc1	-0.9	-2	-14	11	5	-2	-3	i	19	-8
COc1ccc(CNC(=O)C[C@@H]2C=C[C@@H](NS(=O)(=O)c3cccc(OC)c3)[C@@H](CO)O2)cc1	-1.1	nt	14	6	nt	nt	1	nt	3	nt
O=C(Cc1ccc(Cl)c(Cl)c1)OCC(=O)c1ccc[nH]1	2.1	-2	-18	-7	-4	-9	13	i	5	-8
CN1CCN(c2ncnc3sc(-c4ccccc4)cc23)CC1	-1.5	-2	-2	-16	4	-4	7	i	-1	-1
Cc1ccc(CCNC(=O)CN(C)S(=O)(=O)c2ccc3c(c2)n(C)c(=O)c(=O)n3C)cc1	-2.4	0	6	-2	-1	0	-1	i	-5	-4
CN(C)C(=O)C1CCC(=O)N1Cc1cccs1 (stereo not given)	0.5	-6	9	-2	-8	0	-11	i	-9	-5
Cc1ccc(OC(C)C(=O)N(Cc2cccs2)C2CCS(=O)(=O)C2)cc1C (stereo not given)	0.3	5	9	0	-5	1	-11	i	0	31
COc1ccc(C(=O)[C@H]2[C@H]3C(=O)N(c4ccc(C)cc4)C(=O)[C@H]3C3C=CC=NN32)cc1 (stereo not given in full)	-1.2	-2	-6	2	-3	7	0	i	2	-7
CSc1ccc(S(=O)(=O)NCc2ccc(Cl)cc2)cc1	1.0	0	2	0	-7	2	0	i	7	-11
COc1ccc(C(=O)Nc2ccc(NC(=O)c3cccc(F)c3)cn2)cc1	-0.6	0	5	-1	1	0	-10	i	0	3
O=C(CSc1nc2ccccc2o1)N1c2ccccc2Sc2ccc(C(F)(F)F)cc21	1.9	-1	-3	-3	3	5	-4	i	-3	-14
O=C1NCC(=O)N(Cc2ccccc2)/C1=C/c1ccccc1	0.3	-2	19	-2	7	1	5	i	-1	-6
NNc1nc2ccccc2nc1C(F)(F)F	-1.0	1	3	-11	3	-1	11	i	3	-1
CCC(CO)Oc1cc(NC(=O)c2ccc(F)cc2)c2ncn(C(C)C)c2c1 (stereo not given)	-0.2	-2	4	1	2	0	-6	i	0	-3
O=C(NNC(=O)c1cnccc1C(F)(F)F)c1cccc(Cl)c1	-1.3	-1	-3	-1	-3	-1	0	i	3	-6
CC(=O)O[C@H]1C[C@@]2(O)[C@@H](OC(=O)c3ccccc3)C3[C@@](C)([C@@H](O)C[C@H]4OC[C@@]34OC(C)=O)[C@@H](O)[C@H](OC(C)=O)C(=C1C)C2(C)C (stereo not given in full)	-1.3	1	8	2	5	0	30	i	3	1
Cc1nc(Cl)sc1C(=O)Nc1cccc(Cl)c1C	-0.2	-1	-6	2	-4	4	2	i	2	1
C=CCOC(=O)C1=C[C@H](c2coc3ccccc3c2=O)C[C@H](OCc2ccc(CO)cc2)O1	-0.4	-1	-9	1	-3	6	5	i	-4	-10
CN(c1ccccc1)c1ccc(/C=C(\CCC(=O)O)c2nc3ccccc3s2)cc1[N+](=O)[O-]	2.7	1	-16	10	20	74*	7	i	7	8
CC(=O)c1ccc2c(c1)OCCOCCOc1ccc(C(C)=O)cc1OCCOCCO2	3.9	5	8	11	-5	8	7	i	2	-7
CCOCCCNC(=O)C1CCCN1S(=O)(=O)c1ccc(Cl)cc1 (stereo not given)	-1.3	-1	14	-1	0	-3	3	i	1	-10
Cc1occc1C(=O)N1CCC2(CCCN(Cc3ccc(F)c(F)c3)C2)C1 (stereo not given)	0.8	-1	-4	-3	-1	2	14	i	-4	-7
CCCn1c(SCC(=O)NC2CCCCC2)nnc1-c1ccccn1	0.0	-1	-2	4	-2	0	6	i	8	3
